B2AR arrestin – beta2AR (human) beta-arrestin recruitment activity | P07550 | beta-arrestin recruitment to beta2AR, cell-based reporter | Potency, µM (doses to about 46.1 µM), for the others: top-dose activation, usual class: activators | 330,000 compounds, 0.02% hits | AID 492947;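 further: potency means the concentration at half of the fitted maximal effect; 0% = DMSO controls and full agonism = EC100 isoproterenol or metaproterenol; nearly all actives have a fitted effect of over 65% in size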
Eya2 phos inh – blocks the phosphatase activity of human Eya2; O00167; recombinant Eya2, OMFP fluorescence dephosphorylation (OMFP is methylfluorescein phosphate); Potency, µM (doses to about 76.9 µM), for the others: at the highest dose activity, negative = inhibition, hits mostly inhibitors; 330,000 compounds, 0.006% hits; further: potency means the concentration at half of the fitted maximal effect; on the % scale 0 is the no-effect control and ±100 the full control effect
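Eya2 (0.2 uM) preincubated 10 min at ambient with compound, then OMFP substrate added at 50 uM; 10 min reaction in 50 mM HEPES pH 7.5, 50 mM NaCl, 5 uM MgCl2, 0.05% BSA, 1 mM DTT. Fluorescence read at Ex 485/Em 525 nm.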
TRPV1 agonist – activates the human vanilloid receptor TRPV1; TRPV1-expressing cells, Fluo-8 calcium influx, agonist mode; activation, % at 8.33 µM; Q8NER1; 320,000 compounds, 0.19% hits; in the data active means activation above about 80%; inconclusive means between about 30% and that limit; further: 0% is about no effect
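Cells expressing TRPV1 were dye-loaded with Fluo-8 and read kinetically: 10 s baseline, 3 min after compound (agonist portion), then 2 min after EC20 capsaicin (allosteric enhancer portion). Calcium-bound dye fluorescence at 480/520 nm.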
ASM inhibitor – blocks human secretory acid sphingomyelinase; P17405; placental ASM, HMU-PC fluorogenic substrate, 60 min; Potency, µM (doses to about 57.5 µM), without a hit: top-dose activity change, negative = inhibition, actives largely listed as inhibitors; 340,000 compounds, 0.006% hits; AID 504937; further: potency means the concentration at half of the fitted maximal effect
Target sequence (P17405 47-631 limits assumed): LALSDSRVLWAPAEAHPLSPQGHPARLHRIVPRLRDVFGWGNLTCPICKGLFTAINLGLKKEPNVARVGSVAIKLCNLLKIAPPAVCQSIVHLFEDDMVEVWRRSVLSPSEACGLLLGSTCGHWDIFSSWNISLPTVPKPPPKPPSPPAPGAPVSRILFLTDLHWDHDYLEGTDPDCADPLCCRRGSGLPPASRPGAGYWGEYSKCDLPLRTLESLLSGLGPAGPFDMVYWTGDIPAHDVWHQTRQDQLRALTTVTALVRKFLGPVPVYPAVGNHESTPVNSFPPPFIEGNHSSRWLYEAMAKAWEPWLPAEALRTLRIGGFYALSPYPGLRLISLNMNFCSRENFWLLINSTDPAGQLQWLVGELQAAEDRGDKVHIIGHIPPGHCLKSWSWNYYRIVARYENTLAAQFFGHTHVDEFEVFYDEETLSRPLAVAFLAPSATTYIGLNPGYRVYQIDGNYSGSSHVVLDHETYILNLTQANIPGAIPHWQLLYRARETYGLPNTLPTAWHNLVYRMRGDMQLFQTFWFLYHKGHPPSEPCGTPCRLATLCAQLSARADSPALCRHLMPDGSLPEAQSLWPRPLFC
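qHTS format. ASM enzyme prepared from human placenta hydrolyses the fluorogenic substrate HMU-PC0 (9 uM final) over 60 min at 37 °C after a 10 min compound preincubation.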
Integrin act MD – integrin-mediated muscular dystrophy alleviation activation | alpha7betagal myoblasts, beta-gal FDG fluorescence, 48 h | Potency, µM (series often up to 38.3 µM), without a hit: at the highest dose activation, most hits filed as activators | 350,000 compounds, 0.064% hits | AID 624291;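 further: potency means the concentration at half of the fitted maximal effect; 100% = response of the positive control SU9516; nearly all actives have a fitted effect of over 60% in size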
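Alpha7betagal+/- myoblasts (passage 13) were plated 16-24 hr, then exposed to compounds (1:260 dilution of DMSO stock) for 48 hours at 37C. After MPER lysis, β-galactosidase reporter activity was read as FDG fluorescence (ex 480/em 540) after 30 minutes.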
ELG1 genotoxic – induces genotoxicity in HEK293T cells with luciferase-tagged ELG1. AID 504466. 330,000 compounds, 1.3% hits. HEK293T ELG1-luciferase reporter, luminescence, 16 h. Potency, µM (highest dose often 46 µM), without a hit: at the highest dose activity change, positive = activation, actives largely listed as activators; further: potency means the concentration at half of the fitted maximal effect; % of control where 0% means no effect; nearly all actives have a fitted effect of over 60% in size
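Quantitative HTS format in 1536-well plates. HEK293T ELG1-luciferase reporter cells receive test compound and are incubated 16 hr at 37 °C, 5% CO2; ONE-Glo added, 30 min room temperature, then luminescence read.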
p53 reactivator – restores transcriptional activity of mutant p53 | H1299 p53-A138V BP100-luciferase reporter, luminescence, 24 h | AID 504706 | 320,000 compounds, 0.063% hits | Potency, µM (series often up to 92.2 µM), inactives show at the highest dose activity change, positive = activation, hits mostly activators; further: potency means the concentration at half of the fitted maximal effect; % of control where 0% means no effect; nearly all actives have a fitted effect of over 45% in size
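p53-null H1299 cells stably carrying temperature-sensitive p53-A138V and a BP100-luciferase reporter were pinned with compounds (4-point, 1:5 series) and held 24 hrs at 37 deg C. Luminescence was read 10 min after detection reagent.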
PTAP TSG101 blk – blocks PTAP/TSG101 interaction to inhibit HIV-1 budding; Q99816; Fluorescence polarization, FITC-PTAP peptide / Tsg101 binding; Potency, µM (doses to about 115 µM), for the others: at the top dose activity change, negative = inhibition, usual class: inhibitors; 340,000 tested, under 10 active; AID 493005; active means well fitted inhibition curve with a large enough effect in the main read-out, with a control signal flat, not every such curve was filed as active; inconclusive means small, poorly fitted or top-dose-only effect, or effect the other way, or a change in a side signal; inactive means no such curve, though single readings can be large or run the other way; further: potency means the concentration at half of the fitted maximal effect; % of control where 0% means no effect
Target sequence (Q99816 whole entry, looked up): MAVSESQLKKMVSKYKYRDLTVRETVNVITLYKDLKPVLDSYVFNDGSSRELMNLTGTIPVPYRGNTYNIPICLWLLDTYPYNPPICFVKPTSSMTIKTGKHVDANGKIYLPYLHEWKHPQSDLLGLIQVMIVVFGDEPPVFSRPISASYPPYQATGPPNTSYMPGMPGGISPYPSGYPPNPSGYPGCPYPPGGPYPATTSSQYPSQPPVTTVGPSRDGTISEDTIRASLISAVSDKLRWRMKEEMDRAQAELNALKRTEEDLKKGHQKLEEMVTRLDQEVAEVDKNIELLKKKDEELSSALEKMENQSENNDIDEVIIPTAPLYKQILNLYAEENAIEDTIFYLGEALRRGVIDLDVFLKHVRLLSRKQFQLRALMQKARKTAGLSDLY
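FP read-out: FITC-PTAP peptide, 50 nM final, binding Tsg101 binding domain, 10 uM final; 20 min, r.t.; 10 mM HEPES pH 7.5, 0.15 M NaCl, 0.01% Tween 20, 3 mM EDTA, 0.1 mM TCEP.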
uPA generation – cell surface uPA generation inhibition. cell surface uPA generation assay, qHTS. Potency, µM (highest dose often 38.3 µM), for the others: top-dose activity change, negative = inhibition, actives largely listed as inhibitors. 330,000 compounds, 0.31% hits; active means well fitted inhibition curve with a large enough effect; inconclusive means small, poorly fitted or top-dose-only effect; inactive means no such curve, though single readings can be large or run the other way; tested in mouse RAW 264.7 cells; further: potency means the concentration at half of the fitted maximal effect; on the % scale 0 is the no-effect control and ±100 the full control effect; nearly all actives have a fitted effect of over 55% in size
USP2a inh – USP2a (human) protease inhibition | 330,000 compounds, 0.01% hits | Potency, µM (top dose mostly 38.3 µM), without a hit: at the top dose activity change, negative = inhibition, usual class: inhibitors | USP2 core, Ub-CHOP2 coupled fluorogenic reporter, 485/531 | O75604;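 further: potency means the concentration at half of the fitted maximal effect; plate controls were DMSO wells for no effect and full inhibition by NEM control for full effect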
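Deubiquitinase activity read as fluorescence (485/531 nm) after Ub-CHOP2 cleavage activates the enterokinase reporter on its substrate; USP2 core 10nM, Ub-CHOP2 and substrate 25nM each, 30min compound preincubation then 60min RT; data normalized to NEM, curves fitted.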
BRCA1 expr up – BRCA1 expression activation; MCF7-BRCA1-FFLuc reporter, luminescence, 48 h; response scale: scaled: vehicle 0%, 10 µM genistein 100%; Potency, µM (top dose mostly 46.1 µM), without a hit: top-dose activation, actives largely listed as activators; 380,000 compounds, 1.1% hits; further: potency means the concentration at half of the fitted maximal effect; nearly all actives have a fitted effect of over 80% in size; some results filed as inactive show a strong effect at the top dose
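Luminescence from a BRCA1-driven firefly luciferase in MCF7 cells was the read-out, taken 15 min after substrate addition following 48 h compound exposure at 37 °C. Data were normalized to a 10 microM genistein control and DMSO vehicle.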
Numbers without * were called inactive; ? = inconclusive; · = not tested or not shown; [ ] = remark or other dose. Unless noted, the call rests on the fitted dose curve; in most records, active means well fitted curve in the direction sought with a large enough effect; inconclusive means small, poorly fitted or top-dose-only effect, or another doubt; inactive means no such curve, though single readings can be large; an effect the other way counts as inactive or inconclusive.

SMILES	B2AR arrestin	Eya2 phos inh	TRPV1 agonist	ASM inhibitor	Integrin act MD	ELG1 genotoxic	p53 reactivator	PTAP TSG101 blk	uPA generation	USP2a inh	BRCA1 expr up
O=C(NCCCO)C(=O)Nc1cc2c3c(c1)CCC(=O)N3CCC2	0.0%	-4.7%	0.7	-1.4%	-17.7%	11.3%	-0.9%	-3.7%	-7.7%	-1.8%	-24.9%
Cc1ccc(OCC(O)CN2CCN(CC(O)COC(C)C)CC2)c(C(C)(C)C)c1 (stereo unspecified)	-0.2%	-0.1%	6.9	2.0%	-44.3%	3.9%	-0.3%	-0.6%	·	-4.9%	-9.4%
CC(=O)Nc1cccc(NC(=O)CSc2nc(C3CC3)nc3ccccc23)c1	-0.9%	?	5.1	-1.7%	-55.1%[inhibitor]	-26.5%	-2.2%	0.7%	-5.7%	0.6%	-54.3%
CCC(Cc1ccccc1)NC(=O)C1CCC(CNc2c(N3CCCC3)c(=O)c2=O)CC1 (stereo unspecified)	-0.5%	4.7%	0.4	0.8%	1.1%	6.3%	-2.7%	-1.7%	11.0%	-1.2%	2.9%
COc1ccc(-n2cc(C(=O)c3cc4ccccc4oc3=O)c(C(C)=O)n2)cc1	0.0%	15.3%	-1.0	-14.0%	-39.8%	-0.4%	17.9%	-10.4%	-1.3%	0.8%	-27.8%
COc1ccc(CC(=O)NCC(=O)N/N=C(/C)c2ccco2)cc1	-0.3%	0.5%	-0.4	0.0%	15.7%	14.5%	-0.5%	-3.9%	-1.2%	1.4%	-0.7%
CCOc1ccc(NC(=O)CN2CCN(CC(=O)Nc3ccc(OC)cc3OC)CC2)cc1	-0.5%	-4.2%	-3.5	1.2%	-23.5%	-4.2%	-6.2%	0.3%	-2.8%	-0.4%	-9.1%
COc1cc(NC(=O)c2ccco2)c(OC)cc1NC(=O)c1cc(OC)c(OC)c(OC)c1	-0.1%	16.9%	0.4	-0.1%	-17.6%	-6.6%	-6.8%	-1.4%	5.6%	-1.4%	-14.3%
CC(C)(C)n1ncc2c(=O)n(CC(=O)Nc3ccc4c(c3)OCCO4)cnc21	0.3%	11.4%	-2.3	0.0%	3.6%	0.0%	0.4%	-6.3%	8.4%	-14.3%	12.9%
CC(=O)Nc1c(O)nc(C)[nH]c1=O	-0.5%	-1.3%	-1.9	1.3%	-11.0%	1.4%	2.2%	-3.1%	-1.3%	0.0%	-0.8%
O=C(Nc1ccccc1Br)C1CCN(C(=O)Cc2ccccc2)CC1	-0.2%	7.1%	6.2	3.5%	12.7%	-3.3%	0.1%	-0.1%	-0.9%	2.7%	-6.7%
CSc1nnc(-c2ccccc2SC)o1	-0.3%	-22.1%	0.7	-4.2%	-4.0%	3.0%	-5.4%	-1.8%	2.9%	0.3%	-3.5%
CC1CCN(S(=O)(=O)c2ccc3c(c2)N(CC(=O)NCCCOC(C)C)C(=O)CS3)CC1	0.2%	-3.1%	4.2	-0.7%	0.0%	0.1%	9.3%	-5.5%	-13.0%	2.2%	-29.9%
O=C(Cn1nc(-c2ccc3c(c2)OCCO3)ccc1=O)Nc1ccc(-n2cnnn2)cc1	0.4%	3.9%	-10.6	-1.7%	-4.3%	0.1%	1.6%	-4.3%	6.4%	-0.9%	-4.8%
CCN(CC)S(=O)(=O)c1cc(C(=O)N=c2sccn2C)ccc1OC	2.6%	0.3%	2.3	-0.6%	2.1%	1.2%	-2.9%	·	3.8%	0.6%	-13.4%
O=C(O)c1cccc(Br)c1	·	·	·	-1.0%	0.0%	·	·	-3.5%	-6.4%	·	3.7%
CC(C(=O)NC1CCCC1)N(c1ccc(Oc2ccccc2)cc1)S(C)(=O)=O (stereo unspecified)	-0.3%	-12.2%	-0.7	4.2%	?	-7.0%	12.6%	-0.2%	-10.1%	2.5%	-8.5%
CCn1cc([N+](=O)[O-])c(C(=O)Nc2ccn(Cc3ccccc3)n2)n1	-0.2%	-3.3%	-0.6	0.9%	11.3%	-1.3%	-4.3%	0.9%	4.2%	-1.5%	-5.6%
O=C(c1ccc2c(c1)OCO2)N(CC1CCCO1)C1(C(=O)NC2CCCCC2)CCCCC1 (stereo unspecified)	0.1%	0.5%	-13.5	-2.5%	-6.4%	2.8%	2.8%	-1.8%	2.2%	-8.2%	-33.8%
Cc1ccc(S(=O)(=O)N(C)CC(=O)OCC(=O)NC(=O)Nc2ccc3c(c2)OCCO3)cc1	-0.3%	-1.9%	-2.5	-1.0%	-11.8%	4.7%	23.4%	1.3%	-2.1%	-0.6%	52.7%

Brought forward from above: 2 compounds, then new ones.
SMILES	B2AR arrestin	Eya2 phos inh	TRPV1 agonist	ASM inhibitor	Integrin act MD	ELG1 genotoxic	p53 reactivator	PTAP TSG101 blk	uPA generation	USP2a inh	BRCA1 expr up
O=C(c1ccc2c(c1)OCO2)N(CC1CCCO1)C1(C(=O)NC2CCCCC2)CCCCC1 (stereo unspecified)	0.1%	0.5%	-13.5	-2.5%	-6.4%	2.8%	2.8%	-1.8%	2.2%	-8.2%	-33.8%
Cc1ccc(S(=O)(=O)N(C)CC(=O)OCC(=O)NC(=O)Nc2ccc3c(c2)OCCO3)cc1	-0.3%	-1.9%	-2.5	-1.0%	-11.8%	4.7%	23.4%	1.3%	-2.1%	-0.6%	52.7%
COc1ccccc1N1CCN(S(=O)(=O)c2cc(C(F)(F)F)cc(C(F)(F)F)c2)CC1	0.4%	-10.2%	0.2	-0.9%	-17.5%	-6.2%	-3.6%	-5.6%	10.8%	2.3%	0.7%
COc1ccccc1NC(=O)COc1ccc(C(=O)NCC2CCCO2)cc1OC (stereo unspecified)	-1.9%	-22.5%	·	-3.3%	-3.1%	-1.5%	-7.1%	2.4%	-10.0%	2.1%	-6.6%
O=C(c1cc(=O)[nH]c2ccccc12)N1CCN(c2ccccc2)CC1	-0.6%	6.8%	4.6	11.0%	-23.7%	0.1%	-1.6%	0.7%	3.1%	1.2%	20.0%
CCn1c(SCC(=O)Nc2nc(-c3ccc(C)cc3)cs2)nnc1-c1ccccc1	-3.7%	-8.0%	2.0	-21.7%	-28.6%	-9.7%	-1.7%	-6.8%	·	-6.5%	-54.4%
CCN1C(=O)/C(=C\C=C2/C=CC=CN2CC)SC1=S	2.0%	0.6%	-0.2	-10.0%	-23.6%	20.6µM*	?	72.9%[activator]	-8.4%	-0.5%	?
CCSc1ncc(/C=N/Nc2ccc(Cl)cc2)n1C	0.4%	10.1%	12.3	-10.4%	7.5%	?	?	-2.8%	18.1%	-12.1%	19.5%
CNS(=O)(=O)c1cccc(C(=O)OCC(=O)N2c3ccccc3CC2C)c1 (stereo unspecified)	-0.1%	-21.5%	3.5	-1.2%	22.0%	-8.5%	-1.9%	-1.9%	1.1%	0.3%	0.0%
CC(CC(=O)Nc1ccc(Cl)c([N+](=O)[O-])c1)c1ccccc1 (stereo unspecified)	0.2%	-14.2%	?	-11.4%	5.8%	-5.6%	-3.1%	-6.4%	4.9%	2.5%	-81.6%
CC(NCC(=O)Nc1ccccc1C(=O)NC1CC1)c1cccc(Cl)c1 (stereo unspecified)	-0.3%	15.8%	27.1	3.5%	-19.1%	0.1%	0.2%	-8.2%	6.7%	-0.2%	-13.8%
C/C=C/C(=O)N1CC2(CC(c3cccc(NC(=O)/C(C)=C/C)c3)=NO2)C[C@H]1C(N)=O (stereo partly specified)	0.0%	11.5%	-0.3	3.9%	13.7%	5.6%	-0.8%	-0.7%	9.6%	-1.2%	0.8%
COc1ccccc1NC(=O)c1c(C)cc(=O)oc1C	-0.3%	1.4%	-1.2	2.0%	11.9%	0.0%	-6.7%	-0.9%	1.9%	0.9%	2.1%
COc1ccc(C(=O)NCCCc2nc3ccccc3n2Cc2cc(C)ccc2C)cc1OC	3.2%	-2.9%	?	-7.9%	4.4%	0.6%	-5.2%	-0.5%	-0.4%	-1.8%	-46.6%
COc1ccccc1C(=O)NCCC(=O)Nc1cccnc1	-0.6%	-22.1%	2.6	1.0%	10.7%	-1.7%	2.0%	-3.1%	-1.1%	-0.3%	-0.2%
Cc1ccc(NC(=O)C2CCCN2C(=O)NC2CCCCC2)c(C)c1 (stereo unspecified)	0.2%	1.6%	3.4	1.9%	-4.8%	0.6%	-3.1%	-3.8%	0.9%	3.1%	-2.6%
CCOc1ccccc1NC(=O)c1ccccc1NC(=O)c1ccco1	0.0%	-6.7%	2.4	-4.2%	12.3%	-0.6%	-7.2%	0.4%	1.4%	5.8%	-31.8%

Assay outcomes as filed in PubChem BioAssay.
